High-throughput results from PubChem BioAssay.
CCT chaperon mod: High-Throughput Screening for Modulators of Cytosolic Chaperonin Activity | activity change, % (no concentration beside the values), hits read low | purified chaperonin ATPase assay, HTRF ADP detection, 30 min | 360,000 tested, 0.3% active; in the data active means activity change below about -30%; further: on the % scale 0 is the no-effect control and ±100 the full control effect
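ATPase activity: ADP formed was measured by HTRF Transcreener (665/615 nm ratio) after 30 min at 37 deg C with 10 uM ATP. Compounds screened at one 76 uM concentration against 40 or 20 nM TRiC in Tris pH 7.4/KCl/MgCl2/DTT buffer.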
PTHR1 ag: qHTS for PTHR1 Agonists: Primary Screen; HEK293 GP2 PTHR1 cells, GloSensor cAMP luminescence, 1 h; Potency, µM (highest dose often 115 µM), without a hit: at the top dose activation, hits mostly activators; Parathyroid hormone/parathyroid hormone-related peptide receptor (Homo sapiens), Q03431; AID 743266, 2014; 410,000 tested, 0.075% active; further: potency means the concentration at half of the fitted maximal effect; nearly all actives have a fitted effect of over 55% in size; some results filed as inactive show a strong effect at the top dose; inactives centre near -15; many of its hits are not listed in these tables
Target sequence (Q03431 whole entry, looked up): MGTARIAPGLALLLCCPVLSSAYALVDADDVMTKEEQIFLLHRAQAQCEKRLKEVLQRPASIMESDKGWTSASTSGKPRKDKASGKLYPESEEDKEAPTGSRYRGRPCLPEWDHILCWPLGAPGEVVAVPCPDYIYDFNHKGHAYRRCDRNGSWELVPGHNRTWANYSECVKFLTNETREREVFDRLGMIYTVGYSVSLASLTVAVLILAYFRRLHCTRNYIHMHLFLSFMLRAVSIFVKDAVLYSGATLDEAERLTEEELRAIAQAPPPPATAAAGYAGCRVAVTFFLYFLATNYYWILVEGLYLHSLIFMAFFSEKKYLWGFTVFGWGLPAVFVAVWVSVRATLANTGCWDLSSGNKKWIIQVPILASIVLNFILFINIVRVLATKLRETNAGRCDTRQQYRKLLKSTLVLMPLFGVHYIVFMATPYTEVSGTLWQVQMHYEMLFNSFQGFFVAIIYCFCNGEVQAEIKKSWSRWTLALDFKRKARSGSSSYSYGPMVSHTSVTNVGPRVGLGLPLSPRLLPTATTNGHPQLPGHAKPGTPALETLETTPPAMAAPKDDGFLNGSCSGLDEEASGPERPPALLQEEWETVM
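HEK-293-derived GP2 cells expressing PTHR1 and a GloSensor cAMP reporter, 3,000/well, plated overnight, given luciferin plus IBMX (each 0.5 mM as added) for 1 h at 37 °C, then compound for 1 h at 37 °C. Luminescence was read after 15 min at room temperature.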
EPAC2 ag: qHTS for Agonist of cAMP-regulated guanine nucleotide exchange factor 4 (EPAC2): primary screen. Rap guanine nucleotide exchange factor 4 (Homo sapiens), Q8WZA2. EPAC2 activation, biochemical qHTS; response scale: 100% = 6.5 mM cAMP response. Potency, µM (titrated, usually from 154 µM), for inactives: top-dose activation, actives largely listed as activators. 360,000 tested, 0.079% active; further: potency means the concentration at half of the fitted maximal effect; nearly all actives have a fitted effect of over 50% in size
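Compounds were added across a concentration range to EPAC2 (100 nM), RAP1B-BODIPY-GDP (250 nM) and GDP (50 uM). After 5 min at room temperature, fluorescence was recorded at 5-min intervals for 30 min.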
EPAC2 antagonist: qHTS for Antagonist of cAMP-regulated guanine nucleotide exchange factor 2 (EPAC2): primary screen; EPAC2 GEF exchange of Rap1B-BODIPY-GDP, fluorescence; Potency, µM (doses to about 114 µM), inactives show at the top dose activity, negative = inhibition, usual class: inhibitors; 360,000 tested, 0.18% active; AID 720708, 2013; further: potency means the concentration at half of the fitted maximal effect; on the % scale 0 is the no-effect control and ±100 the full control effect; nearly all actives have a fitted effect of over 45% in size; many of its hits are not listed in these tables
pAkt inh: HTS Assay for Inhibitors of Akt Phophorylation: Primary Screen; activity change, % for hits at 50 µM; Neuro2A IGF-stimulated pAkt S473 HTRF, 20 min; hits give low values; 360,000 tested, 0.32% active; in the data active means activity change below about -80%; inconclusive means mostly about -51% to -80%; further: on the % scale 0 is the no-effect control and ±100 the full control effect
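Single-point screen (50 µM final compound) in Neuro2A cells stimulated 20 min with 6 nM IGF at 37 deg C. After lysis, Ser473-phosphorylated Akt read by HTRF (ex 330 nm, em 615/665 nm) as the 665/615 ratio.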
D3 antag: qHTS of D3 Dopamine Receptor Antagonist: qHTS | D(3) dopamine receptor (Homo sapiens), P35462 | D3R cells, DiscoveRx beta-arrestin luminescence, antagonist mode; hits give low values | max response, negative = inhibition, % | 360,000 tested, 2.5% active; in the data active means max response below about -50%; inconclusive means no clear call, values can overlap the other calls; further: on the % scale 0 is the no-effect control and ±100 the full control effect; mostly tested at two doses, the higher about 12 µM
Target sequence (P35462 whole entry, looked up): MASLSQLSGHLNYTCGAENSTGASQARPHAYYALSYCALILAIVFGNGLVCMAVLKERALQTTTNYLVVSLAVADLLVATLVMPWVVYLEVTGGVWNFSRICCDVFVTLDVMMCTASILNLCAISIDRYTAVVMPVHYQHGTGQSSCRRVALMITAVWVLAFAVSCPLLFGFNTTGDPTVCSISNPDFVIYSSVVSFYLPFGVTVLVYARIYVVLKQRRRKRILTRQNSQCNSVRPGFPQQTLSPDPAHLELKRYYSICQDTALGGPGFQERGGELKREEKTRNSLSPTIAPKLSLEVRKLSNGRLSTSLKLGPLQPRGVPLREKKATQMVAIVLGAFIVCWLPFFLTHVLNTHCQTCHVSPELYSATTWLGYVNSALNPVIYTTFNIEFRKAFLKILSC
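Cells expressing the human receptor were seeded at 1500 cells/well, incubated overnight at 37 degrees C in 5% CO2, then exposed to library compounds with dopamine controls for 90 minutes at 37 degrees C before luminescent detection.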
Mm-Cpn inhibitor: Inhibitors of TCP-1 ring complex (TRiC) of Methanococcus maripaludis (MmCpn): qHTS; purified Mm-Cpn ATPase, ADP Transcreener TR-FRET; Potency, µM (highest dose often 76.9 µM), for the others: at the highest dose activity, negative = inhibition, usual class: inhibitors; 330,000 tested, 0.031% active; further: potency means the concentration at half of the fitted maximal effect; on the % scale 0 is the no-effect control and ±100 the full control effect; nearly all actives have a fitted effect of over 80% in size
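Purified archaeal chaperonin (25 nM final) was preincubated with compound for 10 min at 37°C, then ATP (10 uM final) was added for 30 min at 37°C in Tris pH 7.4/KCl/MgCl2/DTT buffer. ADP was quantified by HTRF Transcreener TR-FRET.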
DRD3 agonist: qHTS of D3 Dopamine Receptor Agonist: qHTS. D(3) dopamine receptor (Homo sapiens), P35462. D3R DiscoveRx beta-arrestin cells, luminescence, 90 min. max activation, %. 410,000 tested, 0.58% active. AID 652048, 2013; in the data active means max activation above about 30%; further: 0% is about no effect; mostly tested at two doses, the higher about 12 µM
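Agonist-mode cell screen: cells plated at 1500/well and incubated overnight at 37 °C, then exposed to library compounds for 90 min at 37 °C. Detection reagent was added for 30–60 min at room temperature, and luminescence was read.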
* = called active by the depositor; i = inactive; ? = inconclusive; . = not tested or not shown; [ ] = another dose, or the depositor's remark. Unless noted, the call rests on the fitted dose curve; in most records, active means well fitted curve in the direction sought with a large enough effect; inconclusive means small, poorly fitted or top-dose-only effect, or another doubt; inactive means no such curve, though single readings can be large; an effect the other way counts as inactive or inconclusive. An excerpt; the hit share may differ from the screen's.

SMILES	CCT chaperon mod	PTHR1 ag	EPAC2 ag	EPAC2 antagonist	pAkt inh	D3 antag	Mm-Cpn inhibitor	DRD3 agonist
CCOC(=O)c1ccc(NC(=O)CN2C(=O)C(CC)SC(CC)C2=O)cc1 (centres undefined)	-0.5	-45%[inhibitor]	4%	-9%	i	18	0%	-1
CC1CCCN(CCCNC(=O)c2ccc(CS(=O)(=O)Cc3cccc(Cl)c3)o2)C1 (centres undefined)	-2.4	i	1%	9%	i	-18	0%	-7
CC1CCN(C(=O)Cn2c3ccccc3c3nc4n(c(=O)c32)CCS4)CC1	0.5	i	1%	0%	i	-6	1%	-1
O=S(=O)(NC1C2CC3CC(C2)CC1C3)c1ccccc1 (centres undefined)	-1.2	i	14%	-6%	i	-2	1%	1
O=S(=O)(NCCCCCNS(=O)(=O)c1ccc(F)cc1)c1ccc(F)cc1	-1.3	-36%[inhibitor]	-3%	-2%	i	-11	0%	-10
Cn1c(N=NC(=O)c2ccccc2)c(O)c2ccccc21	-1.8	-45%	-1%	2%	i	4	-11%	1
COCCn1c(NC(=S)NC(=O)C23CC4CC(CC(C4)C2)C3)cc(=O)[nH]c1=O	-2.8	i	-8%	0%	i	-15	1%	-5
CSc1ccc(S(=O)(=O)NCC(=O)OCC(=O)N2CCCCC2C)cc1[N+](=O)[O-] (centres undefined)	-2.2	-22%	-1%	25%	i	-1	-1%	3
Cc1nc(-c2ccc(Cl)cc2)sc1C1(C)CC(c2ccc([N+](=O)[O-])cc2)=NO1 (centres undefined)	0.2	i	7%	5%	i	16	-2%	51*
Cc1cc(C(C)(C)C)cc(C)c1CCNC(=O)c1c(C)noc1C	0.9	?	2%	-4%	i	-11	0%	-17
CC1(C(=O)Nc2ccc3c(c2)OCO3)CCN1C(=O)Cc1cccc2ccccc12 (centres undefined)	3.4	i	9%	-1%	i	0	.	13
Cn1c(Cc2c[nH]c3ccccc23)n[nH]c1=S	-19	-24%	5%	-3%	i	-6	2%	-6
COc1cc(OC)c(S(=O)(=O)Nc2ccccc2N2CCCCC2)cc1NC(C)=O	-1.4	-4%	9%	-1%	i	-4	-1%	2
Cc1ccc(OCC(=O)NNC(=O)CCC(=O)NCc2ccccc2)cc1	2.3	i	7%	17%	i	-13	0%	11
O=C(OCc1cnc(Cl)s1)c1cccc(Cl)c1Cl	-2.3	-8%[57.5 µM]	8%	-6%	i	7	-1%	-3
O=S(=O)(NCCNS(=O)(=O)c1cccs1)c1cccs1	-4.3	-5%	8%	14%	i	-16	-1%	0
COC(=O)Nc1cc(C(F)(F)F)ccc1N1CCN(c2ccccc2)CC1	-2.2	i	15%	-16%	i	8	0%	3
COc1ccc(CCNC(=O)CN(c2ccccc2OC)S(C)(=O)=O)cc1	-3.6	i	3%	1%	i	36	1%	7
Cc1onc(-c2ccccc2Cl)c1C(=O)Nc1c(C)n(C)n(-c2ccccc2)c1=O	0.9	0%[57.5 µM]	0%	-1%	i	8	1%	4
COc1ccccc1CNc1nc(Nc2cccc(-c3cnco3)c2)c2sccc2n1	2.1	-33%[inhibitor]	6%	2%	i	0	.	13
CCO/C=C1\N=C(c2ccc(F)cc2)OC1=O	-1.2	i	10%	-3%	i	0	2%	1
Cc1sc2nc(C3CC3)nc(N3CCN(C(=O)c4ccc(F)cc4)CC3)c2c1C	2.9	-16%	10%	-3%	i	5	-7%	-4
CCOc1ccc(CNS(=O)(=O)c2c(C)nc3sccn3c2=O)cc1OC	-2.0	-13%	7%	3%	i	35	2%	3
CNC(=O)N(O)C1N(/N=C/c2ccccc2OC)C(=S)SC1(C)C (centres undefined)	-0.7	i	-8%	-1%	i	-6	1%	-13
COC(=O)c1nc2n(n1)C(c1cc(OC)ccc1OC)C(C(=O)OC1CCCCC1)=C(C)N2 (centres undefined)	0.2	-6%	-1%	-13%	.	52	0%	-4
C[n+]1cc(-c2ccccc2)oc1-c1ccccc1	0.7	-9%	0%	5%	i	2	0%	5
CNC(=S)N1N=C(c2ccc(C)cc2)CC1c1ccc(N(C)C)cc1 (centres undefined)	0.4	-3%	20%	-3%	i	-12	25µM*	2
NC(=O)C1=C[C@H](c2ccc(C(F)(F)F)cc2)C[C@H](OCc2ccc(CO)cc2)O1	0.0	i	7%	-12%	i	-2	.	-17
O=C(NC(c1ccc(Cl)cc1)c1cccnc1)C1CCN(CCOc2ccc(Cl)cc2Cl)CC1 (centres undefined)	0.4	-7%	17%	-3%	i	?	.	-19
Cc1cc(C)nc(SCC(=O)OCN2C(=O)c3ccccc3C2=O)n1	-0.5	i	0%	10%	i	0	2%	-1
COc1ccc(-n2c3c(cc(C(=O)NNc4ccccc4)c2=O)C(=O)CC(C)(C)C3)cc1	-2.9	i	-6%	-7%	i	-5	2%	2
COc1ccc(C#Cc2ccc3c(c2)O[C@H](CN(C)S(=O)(=O)c2ccccc2F)[C@H](C)CN([C@H](C)CO)S3(=O)=O)cc1	1.9	-21%	2%	2%	i	71	.	7
COc1ccccc1NC(=O)COC(=O)c1[nH]c(=O)[nH]c(=O)c1N	-1.3	13%	1%	2%	i	?	-4%	-10
CC(C)c1ccccc1NC(=O)Nc1nnc([C@H]2C[C@H](O)[C@@H](CO)O2)s1	0.4	28%	3%	10%	i	-15	.	-3
COc1ccc2c(COC(=O)[C@H](C)NS(=O)(=O)c3ccccc3F)cc(=O)oc2c1	-11	-28%	4%	-7%	i	7	-3%	-2
O=C1/C(=C/c2ccccc2)N=C(N2CCOCC2)N1c1cccc(Cl)c1	-5.4	-8%	7%	-13%	i	-29	-1%	-6
CCOC(=O)[C@]12CCCC=C1N(Cc1ccc(Cl)cc1Cl)C(=O)[C@H](CC(=O)NCCc1ccccc1OC)C2	-2.5	i	3%	-3%	i	-20	.	-1
CC1(Oc2ccccc2-c2ccno2)CCN(Cc2csc3ccccc23)C1 (centres undefined)	-1.6	-3%	15%	5%	i	-78*	.	-21
CC(C)(C)OC(=O)N/N=C/c1c[nH]c2ccccc12	-1.7	-17%	3%	4%	i	0	0%	4
O=C(C1COc2ccccc2O1)N1CCn2c(nc3ccccc32)C1 (centres undefined)	-3.9	-30%	9%	4%	i	-13	0%	0
Cc1nn(C)c(=O)n1-c1ccc(Oc2ccccc2)cc1	-1.0	i	0%	5%	i	-1	2%	-6
O=C1CCCC(O)=C1C1C2=C(CCCC2=O)Oc2ccccc21 (centres undefined)	0.8	i	-5%	12%	i	7	0%	1
O=C(NCCc1cccs1)C1CC(c2ccccc2F)=NO1 (centres undefined)	-0.6	i	12%	-7%	i	-6	0%	2
CCCN(C(=O)CSc1nnnn1C)C1CCS(=O)(=O)C1 (centres undefined)	0.7	i	6%	1%	i	-2	0%	4
Cc1ccc(NS(=O)(=O)c2cccs2)c(C)c1	2.4	-2%	-4%	-16%	i	-16	?	-12
Nn1c(-c2ccccc2)cc(-c2ccccc2)cc1=O	1.1	i	5%	-23%	i	12	-3%	10
COc1ccc(-n2nnc3c(=O)n(Cc4cc(C)ccc4C)cnc32)cc1	-4.6	-34%	2%	0%	i	31	2%	1
O=C(CNC(=O)c1ccncc1)N/N=C/c1ccc(O)cc1O	-0.3	i	5%	2%	i	9	-1%	4
CCOc1ccccc1Oc1c(C)oc2cc(OC(=O)N3CCOCC3)ccc2c1=O	-4.2	-39%[inhibitor]	14%	-9%	i	0	-16%	3
CCOC(=O)c1cc(-c2ccc(/C=C3/C(=O)NC(=O)C(C#N)=C3C)o2)ccc1Cl	-2.7	i	-2%	-14%	.	6	0%	17
COCc1ccc(-c2c(-c3ccccc3OC)sc3cc4c(cc23)OCO4)cc1	1.2	i	10%	3%	i	0	?	8
CCn1ccnc1C(O)c1ccccc1OC (centres undefined)	-1.7	-9%[57.5 µM]	6%	0%	i	-5	-2%	-1
C=CCn1c2ccccc2c2nn(C)c(=S)nc21	1.5	i	4%	7%	i	-15	-1%	5
CC1CN(C(=O)c2cccc(S(=O)(=O)NCc3ccccc3)c2)CC(C)O1 (centres undefined)	-1.2	i	3%	17%	i	-17	1%	2
Cc1nc(N2CCOCC2)sc1C=O	0.0	-16%	4%	-7%	i	13	-1%	0
O=C(COc1ccccc1[N+](=O)[O-])Nc1ccc2c(c1)CCC2	0.9	-50%[inhibitor]	-5%	6%	i	8	1%	2

Entries of single compounds as entered above:
Entry for `O=C(C1COc2ccccc2O1)N1CCn2c(nc3ccccc32)C1` (centres undefined) : CCT chaperon mod = -3.9; PTHR1 ag = -30%; EPAC2 ag = 9%; EPAC2 antagonist = 4%; pAkt inh = i; D3 antag = -13; Mm-Cpn inhibitor = 0%; DRD3 agonist = 0
Entry for `Cc1nn(C)c(=O)n1-c1ccc(Oc2ccccc2)cc1` : CCT chaperon mod = -1.0; PTHR1 ag = i; EPAC2 ag = 0%; EPAC2 antagonist = 5%; pAkt inh = i; D3 antag = -1; Mm-Cpn inhibitor = 2%; DRD3 agonist = -6
